# L3MBTL1 block: L3MBTL1 (human) inhibition. hit rate 0.66% among 230,000. Potency, µM (top dose mostly 57.1 µM), for inactives: at the highest dose activity, negative = inhibition, usual class: inhibitors. AlphaScreen L3MBTL1–H3K9me1 peptide binding. Q9Y468; further: nearly all actives have a fitted effect of over 60% in size
# Target sequence (Q9Y468 whole entry, looked up): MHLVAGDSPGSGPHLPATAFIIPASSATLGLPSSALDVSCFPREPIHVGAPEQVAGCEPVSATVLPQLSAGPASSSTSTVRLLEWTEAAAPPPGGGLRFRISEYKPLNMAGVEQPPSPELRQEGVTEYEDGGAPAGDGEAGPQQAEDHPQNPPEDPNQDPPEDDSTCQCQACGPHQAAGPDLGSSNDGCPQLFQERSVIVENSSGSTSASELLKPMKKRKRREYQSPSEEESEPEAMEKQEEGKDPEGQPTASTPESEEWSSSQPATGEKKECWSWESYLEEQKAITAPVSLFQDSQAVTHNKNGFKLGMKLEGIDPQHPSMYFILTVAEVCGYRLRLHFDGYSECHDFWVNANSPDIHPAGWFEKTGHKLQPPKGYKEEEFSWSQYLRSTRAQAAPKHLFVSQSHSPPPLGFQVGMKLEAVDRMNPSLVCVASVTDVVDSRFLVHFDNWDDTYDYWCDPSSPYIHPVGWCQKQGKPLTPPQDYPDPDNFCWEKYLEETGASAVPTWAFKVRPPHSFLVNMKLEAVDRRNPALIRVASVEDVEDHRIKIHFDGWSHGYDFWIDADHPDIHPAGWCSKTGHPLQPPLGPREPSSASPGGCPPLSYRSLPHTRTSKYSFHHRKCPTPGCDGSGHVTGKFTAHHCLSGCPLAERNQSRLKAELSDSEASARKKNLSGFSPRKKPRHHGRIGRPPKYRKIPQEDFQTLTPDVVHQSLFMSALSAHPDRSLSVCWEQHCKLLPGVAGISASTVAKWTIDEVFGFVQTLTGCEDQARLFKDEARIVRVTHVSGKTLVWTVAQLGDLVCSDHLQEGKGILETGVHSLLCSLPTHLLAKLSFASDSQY
#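 Read-out is AlphaScreen signal from streptavidin donor and nickel chelate acceptor beads (10 ug/mL final each) bridging L3MBTL1 (50 nM) and biotinylated K9-monomethylated H3(1-15) peptide (75 nM), after 30 min compound exposure at room temperature.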
# Tau fibril FP: blocks human tau fibril formation measured by polarization | P10636 | K18 P301L tau heparin fibrillization, Alexa594 FP, 6 h | Potency, µM (series often up to 57.7 µM), for the others: at the highest dose activity, negative = inhibition, actives largely listed as inhibitors | hit rate 0.39% among 280,000; further: nearly all actives have a fitted effect of over 55% in size
# Target sequence (P10636 561-689 P618L limits assumed): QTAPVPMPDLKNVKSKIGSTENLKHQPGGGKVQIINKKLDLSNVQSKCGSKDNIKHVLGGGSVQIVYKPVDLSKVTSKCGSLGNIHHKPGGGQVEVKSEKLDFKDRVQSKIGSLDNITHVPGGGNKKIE
#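 FP of Alexa 594-tau after heparin (20 uM) induction. Substrate: human K18 P301L, 15 uM unlabeled, 0.24 uM labeled. Buffer 100 mM sodium acetate pH 7. 6 hr, 37 C.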
# Tau fibril ThT: blocks human tau fibril formation measured by thioflavin T. Potency, µM (top dose mostly 57.4 µM), for inactives: at the highest dose activity, negative = inhibition, actives largely listed as inhibitors. recombinant tau K18 P301L (four-repeat tau fragment), heparin-induced fibrillization, ThT fluorescence. hit rate 2.1% among 270,000. AID 1460; further: nearly all actives have a fitted effect of over 55% in size
#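 Heparin-induced (20 uM) aggregation of recombinant human K18 P301L tau, 15 uM unlabeled with 0.24 uM labeled, pH 7 acetate buffer, 6 hr at 37 C with compound. Fibrils quantified by 30 uM ThT fluorescence after 1 hr ambient incubation.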
# JMJD2E inh: blocks human JMJD2E demethylase activity | AID 2147 | B2RXH2 | Potency, µM (top dose mostly 57.1 µM), for inactives: at the top dose activity change, negative = inhibition, usual class: inhibitors | hit rate 1.6% among 230,000 | JMJD2E catalytic domain, FDH-coupled NADH fluorescence (FDH is formaldehyde dehydrogenase); active means well fitted inhibition curve with a large enough effect, not every such curve was filed as active; inconclusive means small, poorly fitted or top-dose-only effect, or another doubt; inactive means no such curve, though single readings can be large or run the other way;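 further: 0% = wells with enzyme and -100% = buffer wells without enzyme; nearly all actives have a fitted effect of over 50% in size; many of its hits are not listed in these tables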
# TexasRed fluor: Texas Red fluorescence interference in TRb-SRC2 counter-screen; TRb/SRC2 Texas Red total fluorescence interference; Potency, µM (top dose mostly 106 µM), inactives show at the highest dose fluorescence change, negative = quenching; hit rate 0.29% among 280,000; active means well fitted curve in either direction with a large enough effect; inconclusive means small, poorly fitted or top-dose-only effect
#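 Flags fluorescent or light-absorbing compounds by total fluorescence, S + 2P, at 555 nm excitation and 632 nm emission. Mixture: 20 nM Texas Red SRC2 peptide, 0.6 uM human TRb LBD, 1 uM T3, 5% DMSO; compound exposure 5 h at ambient temperature.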
# RECQ1 inh: blocks DNA unwinding by human RECQ1 | hit rate 0.54% among 240,000 | RECQ1 DNA unwinding, red fluorescence kinetic read | P46063 | Potency, µM (highest dose often 57.3 µM), for inactives: top-dose activity, negative = inhibition, hits mostly inhibitors | AID 2549;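 further: plate controls were vehicle for no effect and no enzyme for full effect; nearly all actives have a fitted effect of over 30% in size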
#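 RECQ1T1 50 nM; forked duplex (20 bp + 30-nt ss tails) 200 nM, ATP 2 mM final; pH 8.0, 2 mM MgCl2, 2.5 ug/ml poly(dI-dC); 15 min compound preincubation; discontinuous kinetic read over 2 h at RT.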
# GoLoco inh red: RGS12 GoLoco-Gai1 interaction inhibition | P63096 | Gai1:RGS12 GoLoco peptide FP, rhodamine, 10 min | Potency, µM (highest dose often 61.6 µM), inactives show at the top dose activity, negative = inhibition, usual class: inhibitors | hit rate 0.44% among 230,000 | AID 880; active means well fitted inhibition curve with a large enough effect, not every such curve was filed as active; inactive means no such curve, though single readings can be large or run the other way; further: nearly all actives have a fitted effect of over 30% in size; many of its hits are not listed in these tables
# TRb-SRC2 inh: disrupts binding of human TR beta to SRC2. P10828. TRbeta-SRC2 peptide binding, fluorescence polarization; receptor liganded with 1 µM T3. Potency, µM (titrated, usually from 106 µM), inactives show at the highest dose activity change, negative = inhibition, usual class: inhibitors. hit rate 0.065% among 280,000. AID 1469;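 further: plate controls were bound peptide for no effect and peptide without receptor for full effect; nearly all actives have a fitted effect of over 50% in size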
#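 Fluorescence polarization of 20 nM Texas Red SRC2 peptide (20-aa NR interaction domain) bound to 0.6 uM human TRb ligand-binding domain, with 1 uM T3, after 5 hr at ambient temperature; inhibition seen as decreased polarization.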
# The depositor's hits bear a star; i = inactive; ? = inconclusive; / = no result given; & = joins results of further samples; [ ] = remark or other dose. Unless noted, the call rests on the fitted dose curve; in most records, active means well fitted curve in the direction sought with a large enough effect; inconclusive means small, poorly fitted or top-dose-only effect, or another doubt; inactive means no such curve, though single readings can be large; an effect the other way counts as inactive or inconclusive. Unless noted, on the % scale 0 is the no-effect control and ±100 the full control effect; potency means the concentration at half of the fitted maximal effect.
# Values run as follows: L3MBTL1 block	Tau fibril FP	Tau fibril ThT	JMJD2E inh	TexasRed fluor	RECQ1 inh	GoLoco inh red	TRb-SRC2 inh
- N#CC(C(=O)Nc1ccccc1)=C1CCCCC1
    1%	5%	3%	1%	-1%	-19%	10%	-1%
- O=C(NCCCn1ccnc1)C1CC(c2cccc(Br)c2)=NO1 (centres undefined)
    2%	3%	-2%	9%	-2%	-2%	2%	2%
- COCCn1c(SCC(=O)c2ccccc2)nc2cc(C(=O)NC3CCCC3)ccc2c1=O
    /	5%	-3%	/	0%	/	/	3%
- CCCCC/C=C\C\C=C/C=C/C=C/[C@@H](SCC(N)C(=O)O)[C@@H](O)CCCC(=O)O (some centres undefined)
    /	1%	-4%	1%	-1%	-6%	3%	-4%
- COc1ccc(-c2nnc(SCc3cc(=O)c4cc(C)cc(C)c4[nH]3)n2C)cc1
    /	2%	-17%	/	-1%	/	/	-4%
- COc1ccccc1CNC(=O)c1cnc(SC)nc1C
    /	1%	-3%	/	5%	/	/	6%
- COc1ccc(N=C2SC(C(=O)Nc3ccc(OC)cc3)CC(=O)N2CCN2CCOCC2)cc1 (centres undefined)
    -7%	-7%	-4%	10%	1%	i	5%	1%
- CC(C)c1nc(NCCO)c2nnn(Cc3ccccc3)c2n1
    8%	-4%	2%	-6%	0%[53 µM]	i	10%	2%[53 µM]
- Cc1ccc(NC(=O)Cn2nnc(C(=O)NCc3ccco3)c2N)cc1
    /	7%	-3%	0%	1%	i	13%	-22%
- CC1(C)Cc2ccccc2-c2nnc(SCc3ccccc3)n21
    0%	5%	-10%	3%	-1%	-6%	3%	2%
- O=C(c1ccc2ccccc2c1)N1CCN(S(=O)(=O)/C=C/c2ccccc2)CC1
    -7%	7%	-3%	-6%	0%	-13%	-11%	-3%
- c1ccc(Nc2nc(-c3cccs3)cs2)nc1
    0%	13%	?	-21%	-4%	-5%	10%	-10%
- COC(=O)/C=c1/s/c(=C(/C#N)C(=O)NCc2ccccc2)n(-c2ccccc2)c1=O
    /	1%	-11%	-11%	17%	-15%	52%	5%
- CN(C)c1cccc(C(=O)NNC(=O)NC2CCCCC2)c1
    5%	3%	-2%	-2%	-2%	-3%	/	-5%
- CCC(C)NCC(=O)Nc1cc(S(=O)(=O)N(CC)c2ccccc2)ccc1Cl (centres undefined)
    1%	3%	3%	29%	0%[53 µM]	-8%	8%	4%[53 µM]
- CCc1ccc(-c2nc(CSCC(=O)NCc3ccccc3OC)c(C)o2)cc1
    /	1%	-14%	/	-1%	/	/	-2%
- COc1ccc2oc(=O)c(-c3csc(-c4ccc(Br)cc4)n3)cc2c1
    /	-11%	6%	/	-1%	/	/	-2%
- O=C(CN1C(=O)CSc2ccc(S(=O)(=O)N3CCOCC3)cc21)NCCCN1CCOCC1
    /	-7%	-6%	2%	1%	-6%	4%	8%
- Cc1ccc(C)c(N2CCN(S(=O)(=O)c3cccc4cccnc34)CC2)c1
    /	4%	-10%	2%	-1%	i	2%	1%
- O=C(O)C1CC=CCC1C(=O)Nc1ccccc1 (centres undefined)
    /	2%	-2%	0%	-4%	-5%	1%	0%
- CCOC(=O)c1c(NC(=S)NC(=O)c2ccc(Cn3cc(Cl)cn3)o2)sc2c1CCC(C)C2 (centres undefined)
    2%	0%	-16%	0%	-1%	-1%	4%	-12%
- O=C(Nc1ccc(C(F)(F)F)cc1)N1CCN(c2ccnc3cc(Cl)ccc23)CC1
    /	?	/	?	-1%	-5%	-4%	5%
- COc1ccc2c(C)cc3nncn3c2c1
    7%	3%	-10%	1%	-8%	-6%	8%	-1%
- O=C(CSc1nncs1)NC(=O)NC1CCCC1
    /	-5%	-13%	-4%	1%	0%	3%	-2%
- O=C(Nc1ccccc1)OCc1cn(-c2ccc(Cl)cc2)nn1
    7%	-10%	-9%	?	-3%	0%	/	4%
- CCN(c1ccccc1)S(=O)(=O)c1ccc2[nH]cc(C(=O)NC3CCCCC3)c(=O)c2c1
    /	3.5µM*	?	/	-4%	/	/	-9%
- O=C(c1ccccc1)N1CCN(c2ccc([N+](=O)[O-])c(NCc3ccco3)c2)CC1
    -26%	1%	?	2%	0%	-14%	-3%	1%
- Cc1cc2oc(C(=O)Nc3sc4c(c3C(=O)NCc3ccco3)CCC4)cc(=O)c2cc1C
    /	-5%	?	/	1%	/	/	6%
- Nc1nnc(SCc2ccccc2F)n1-c1ccccc1
    /	2%	4%	9%	-4%	-7%	-6%	-17%
- Oc1[nH]c2ccccc2c1N=NC(=S)NCCc1ccccc1
    -26%	?	14µM*	10%	-5%	i	3%	-8%
- Cc1nc(N)c(Br)c(C)c1Br
    -14%	-2%	0%	3%	-1%	i	-7%	6%
- COC(=O)c1[nH]c2ccccc2c1NC(=O)CN1CCCc2ccccc21
    -13%	14%	?	-16%	4%	-9%	44%[activator]	4%
- COc1ccc(N2CCN(C(=O)CCSCc3ccccc3F)CC2)cc1
    /	5%	?	-19%	-1%	1%	3%	3%
- CCCn1c(N2CCN(C)CC2)nc2c1c(=O)[nH]c(=O)n2C
    0%	-5%	-5%	4%	1%	-1%	5%	6%
- Cc1nn2c(NCCOCCO)c3c(nc2c1-c1ccccc1)CCCC3
    0%	5%	-10%	3%	-7%	-2%	5%	-3%
- O=C(Nc1ccccc1F)c1cc2nc(C(F)F)cc(C(F)F)n2n1
    -10%	12%	-13%	?	1%	2%	-3%	-8%
- COC(=O)c1ccc(NC(=O)CC2C(=O)N(c3ccccc3)C(=O)N2Cc2cccs2)cc1 (centres undefined)
    /	-12%	2%	/	-3%	/	/	0%
- CCn1c(=O)c2cc(C(=O)N3CCN(c4cccc(Cl)c4)CC3)sc2c2ccccc21
    /	-1%	-15%	/	-7%	/	/	-1%
- O=S(=O)(c1ccc(Cl)cc1)N1CCN=C1SCc1ccc(Cl)c(Cl)c1
    10%	-12%	-3%	0%	0%	9%	10%	4%
- Cc1ccc(NC(=O)CCCN2C(=O)/C(=C/C=C/c3ccccc3)SC2=S)cc1
    -5%	1%	?	10%	-3%	-36%	29%	3%
- Cc1nc2sc(C(c3ccccc3)N3CCN(c4ccccc4F)CC3)c(O)n2n1 (centres undefined)
    -2%	-3%	-12%	2%	-6%	11%	0%	-4%
- COc1ccc(CC(=O)Nc2ccc(OC(C)=O)cc2C(=O)O)cc1
    0%	-5%	-5%	?	-2%	i	0%	-4%
- CCOC(=O)C1CCN(S(=O)(=O)c2ccc3c(c2)N(C)C(=O)CC(=O)N3C)CC1
    /	-9%	2%	/	-3%	/	/	4%
- CCC1CCCCN1Cc1ccc(CNS(=O)(=O)c2ccc3c(c2)oc(=O)n3C)o1 (centres undefined)
    2%	-5%	-14%	-5%	1%	-4%	32%[activator]	6%
- COc1ccc(CCN(C)Cc2nc(-c3cnccn3)no2)cc1OC
    6%	11%	4%	1%	-1%	-3%	5%	-1%
- CSc1ccccc1NC(=O)CO/N=C(\C)c1cc2ccccc2o1
    20%	2%	-3%	-4%	-4%	5%	34%[activator]	-2%
- N/C(=N/O)c1cccn1Cc1ccccc1[N+](=O)[O-]
    1%	-4%	-2%	9%	-1%	-4%	1%	-1%
- Cc1ccc(NC(=O)CCn2cnc3ccccc3c2=O)cc1Cl
    1%	-11%	1%	-1%	0%	-1%	2%	3%
- COc1ccc(C(=O)NCC(c2ccco2)S(=O)(=O)c2ccccc2)cc1 (centres undefined)
    /	2%	-11%	/	-2%	/	/	-13%
- O=C1CCc2c(ccc3ccccc23)O1
    /	-7%&-7%	-13%&-14%	/	-1%&-2%	-6%	1%&6%	1%&7%
- N#Cc1c(NC(=S)NC(=O)C2CCCC2)sc2c1CCCCC2
    7%	1%	-6%	-1%	-7%	-5%	/	-7%
- CCC(CC)NC(=O)Cc1ccccc1OC
    /	-4%	-11%	2%	1%	-10%	-1%	0%
- C/C(=N\N=C(c1ccccc1)c1ccccc1)c1ccco1
    -21%	-8%	?	-4%	-7%	-5%	8%	-5%
- CCOc1ccccc1N1CCN(CC(O)COc2ccc3c(C)cc(=O)oc3c2)CC1 (centres undefined)
    0%	1%	-11%	?	2%	-12%	10%	0%
- O=C(CO/N=C1\CCCc2nonc21)Nc1ccc(Br)cc1
    -7%	-3%	-8%	6%	-2%	2%	13%	4%
- Cc1nn(-c2ccccc2)c(Cl)c1C(=O)NCC(C)C
    /	-1%	-17%	5%	1%	17%	-10%	3%
- CCOC(=O)CSc1nnc(CNC(=O)c2ccc(OC)cc2OC)n1-c1ccc(OC)cc1
    -4%	-4%	-1%	12%	0%	-5%	-2%	-12%
- O=C(Nc1ncccc1Cl)c1cccc(F)c1
    /	8%	-8%	8%	0%	-1%	9%	9%
- CN(c1cccc(NC(=O)CN2C(=O)c3ccccc3S2(=O)=O)c1)S(C)(=O)=O
    30%[11.4 µM]	3%	2%	-6%	-1%	-1%	6%	-15%
- CCC(C(N)=O)c1ccccc1 (centres undefined)
    /	-2%	0%	5%	0%	2%	2%	0%

# The list goes on.
# Values run as follows: L3MBTL1 block	Tau fibril FP	Tau fibril ThT	JMJD2E inh	TexasRed fluor	RECQ1 inh	GoLoco inh red	TRb-SRC2 inh
- Cc1nc2cc(C(=O)O)ccc2s1
    9%	-1%	-1%	-3%	3%	-3%	-1%	0%
- Cc1cccc(NC(=O)c2cc(S(=O)(=O)N3CCCCC3)c[nH]2)c1C
    5%	?	1%	/	1%	/	/	3%
- COc1cccc2sc(NNC(=O)C3=COCCO3)nc12
    /	-6%	?	-10%	-5%	-4%	-7%	-2%
- Cc1ccc(CSC2=NCCN2C(=O)C2CC2)cc1
    0%[11.4 µM]	5%	4%	0%	-2%	-3%	-10%	7%
- Cc1ccc(NC(=O)CN(CCc2ccccc2)S(=O)(=O)c2ccccc2)c(C)c1
    /	1%	-11%	/	3%	/	/	-6%
- C(=N\n1cnnc1)/c1ccc(-c2ccccc2)cc1
    -2%	3%	?	-19%	-4%	7%	8%	-7%

# Bioassay records: PubChem BioAssay, National Center for Advancing Translational Sciences (NCATS)

# Some of the compounds tested; rates above refer to the full screens.
